XIAP antagonists – XIAP antagonists, biochemical, IAP family, fluorescence polarization (AID 1018); XIAP BIR domain, fluorescence polarization peptide displacement; higher % means a stronger effect; one-dose displacement, % at 20 µM; IC50 in µM for titrated hits; 0.007% of 200,000 active; in the data active = displacement above about 50%; also: a part of the inactive calls stands beside numbers as strong as those of hits
AID2073 – inhibitors of Mint1-CaV2.2 protein interaction, biochemical, HTRF (AID 2073) | one-dose inhibition, % at 20 µM; IC50 in µM for titrated hits | 0.19% of 290,000 active | HTRF protein-protein interaction, Mint1-CaV2.2; higher % means a stronger effect; in the data active = inhibition mostly above about 51%, no sharp cut-off; inconclusive = no clear call, values can overlap the other calls; inactive = mostly below about 53%; also: some results filed as inactive read as strong as hits
RSV CPE inhibition – RSV antiviral activity via CPE protection, HEp-2 cells, primary 10 µM value included (AID 2391) | CPE inhibition, % at 10 µM; hits with a dose series show IC50 in µM | 0.13% of 310,000 active | HEp-2 cells, RSV-induced CPE inhibition; higher % means a stronger effect; in the data active = a potency from the dose series; inconclusive = CPE inhibition mostly from about 23% at the one dose, without a potency; inactive = the rest, 99 in 100 with CPE inhibition below about 21%; also: strong numbers were not always called active
Siah-1 displacement – blockers of Siah-1 interaction with plectin peptide – biochemical, fluorescence polarization, rhodamine-plectin, uHTS, primary screen (AID 1817); Siah-1 / rhodamine-plectin peptide fluorescence polarization; higher % means a stronger effect; one-dose displacement, % at 20 µM; IC50 in µM for titrated hits; 0.02% of 290,000 active;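 active = displacement of at least 50% at 20 µM, with a fluorescence ratio check between 0.3 and a set limit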;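 also: plate controls were Siah plus tracer with DMSO for no effect and tracer alone without Siah for full effect; strong numbers were not always called active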
HIV fusion peptide – inhibitors of HIV fusion peptide binding, primary screen, biochemical, uHTS, fluorescence dequenching (AID 1986); inhibition, % at 20 µM; hits with a dose series show IC50 in µM; cell-free peptide binding, fluorescence dequenching, 30 min; higher % means a stronger effect; 0.3% of 290,000 active; in the data active = inhibition mostly above about 52%, no sharp cut-off; inactive = mostly below about 76%; also: some results filed as inactive read as strong as hits
Large T inhibition – SV40 large T antigen inhibitors, biochemical (AID 1903) | inhibition, % at 20 µM, or IC50 in µM where a hit was titrated | 0.39% of 310,000 active | SV40 large T antigen ATPase/helicase inhibition assay; higher % means a stronger effect; in the data active = a potency from the dose series; inconclusive = inhibition mostly from about 32% at the one dose, without a potency; inactive = the rest, 99 in 100 with inhibition below about 32%; also: strong numbers were not always called active
NS5 inhibitors – flavivirus cap methylation enzyme inhibition – biochemical, confirmation dose response, primary screen (AID 588689); Dengue-2 NS5 methyltransferase capping enzyme assay, biochemical; higher % means a stronger effect; one-dose inhibition, % at 25 µM; IC50 in µM for titrated hits; 0.3% of 340,000 active; in the data active = a potency from the dose series; inconclusive = inhibition above about 29% without an active follow-up result
Rac1 GTP hydrolysis – MgcRacGAP GTPase-activating activity inhibitors, confirmation, biochemical, ADP Hunter fluorescence; MgcRacGAP-stimulated Rac1 GTP hydrolysis, ADP Hunter fluorescence; higher % means a stronger effect; GST-tagged Rac1 F28L mutant substrate; 0.6% of 340,000 active; one-dose inhibition, % at 30 µM; IC50 in µM for titrated hits;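 active = first-screen hits whose inhibition reached a set limit at any dose in the follow-up dose series; inconclusive = inhibition above the set first-screen limit but never retested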;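 also: fluorescence reports GDP produced by GAP-driven GTP hydrolysis; strong numbers were not always called active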
LYP phosphatase – PTPN22 lymphoid phosphatase activity blockers – biochemical, fluorescence intensity, uHTS (AID 1779) | 0.054% of 290,000 active | recombinant LYP phosphatase, fluorescence intensity; higher % means a stronger effect | one-dose inhibition, % at 11.5 µM; IC50 in µM for titrated hits; in the data active = inhibition above about 50%;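 also: plate controls were vehicle with enzyme for no effect and no enzyme for full effect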
NS5 inhibitors pilot replicate – also measured in NS5 inhibitors; calls as there; inhibition, %; measured here: pilot screen replicate inhibition
The depositor's hits bear a star; ? = inconclusive; . = not tested or not shown. The list is partial; the hit share may differ from the screen's.

SMILES	XIAP antagonists	AID2073	RSV CPE inhibition	Siah-1 displacement	HIV fusion peptide	Large T inhibition	NS5 inhibitors	Rac1 GTP hydrolysis	LYP phosphatase	others
Cc1sc2ncnc(N3CCC(C(=O)Nc4ccc(C#N)c(Cl)c4)CC3)c2c1C	.	.	21.2%	.	.	11.8%	-4.4%	8.4%	.
OC1(c2cccnc2)CC2CCC(C1)N2Cc1nnnn1Cc1ccccc1 (configuration not stated)	-7.8%	5.2%	2.1%	-2.6%	3.8%	-1.3%	-1.6%	-2.0%	-2.3%
CC1=CC(=C2C(=O)NC(=O)NC2=O)C=C(C(F)(F)F)N1C(C)C	-4.6%	-5.6%	1.2%	2.8%	-0.4%	9.0%	-13.6%	5.4%	1.3%	NS5 inhibitors pilot replicate=-4.1
COc1ccc(-n2c(CNCCc3ccc(C)cc3)nc3ccccc3c2=O)cc1	.	-2.2%	-0.1%	3.6%	0.3%	4.2%	10.8%	6.9%	-3.1%
CC1(C(O)(C#CCN2CCCCC2)c2ccccc2)CCCC1 (configuration not stated)	-3.1%	-9.3%	-1.9%	-4.5%	-0.6%	-6.0%	-14.3%	3.2%	-5.5%
CC1(O)C[C@]2(C)N(O)C3CCCC[C@@H]3N2O1 (some centres not stated)	-9.0%	2.0%	-0.1%	-3.6%	11.4%	-3.0%	-3.4%	8.8%	-1.3%
CN1C2CCC1/C(=C/c1ccccn1)C(=O)/C2=C\c1ccccn1	-3.9%	39.6%	-2.5%	3.0%	4.6%	7.8%	-4.5%	62.5µM*	-5.9%
Cc1nnc2ccc(N3CCN(C)CC3)nn12	1.3%	1.8%	.	-4.8%	-2.1%	2.3%	-2.8%	13.1%	-7.5%
CCn1cc(C=C2C(=O)NC(=O)NC2=O)c2ccccc21	.	?	14.1%	-1.5%	166.3%	7.9%	18.3%	1.9%	-3.4%
Cn1c(O)c(C2=NNC(c3ccc(Cl)cc3)C2)c(=O)n(C)c1=O (configuration not stated)	.	-6.0%	1.9%	-7.9%	3.7%	-20.7%	4.6%	-0.5%	-1.1%
CCOC(=O)C(=CNc1ccc(C(O)(C(=O)OCC)C(F)(F)F)cc1C)C(=O)OCC (configuration not stated)	-3.9%	0.7%	8.0%	-0.4%	0.8%	0.3%	-3.6%	-2.4%	7.5%
CS(=O)(=O)NCc1nnc2n1-c1ccc(Cl)cc1C(c1ccccc1)=NC2	-5.6%	7.7%	0.4%	-3.5%	-1.1%	3.5%	0.6%	-2.8%	-5.2%
CCC1CO/C(=C(\C(Cl)=C(Cl)Cl)[N+](=O)[O-])N1Cc1ccc(Cl)nc1 (configuration not stated)	.	1.3%	0.2%	0.3%	-0.6%	6.4%	-4.8%	9.7%	-6.7%
CCC1CCCCN1CC(=O)c1ccc(OC(F)F)cc1 (configuration not stated)	-2.2%	12.0%	1.6%	-3.1%	-0.4%	0.8%	-2.6%	4.5%	-9.0%
COc1ccc(NC(=O)c2cn(CCC#N)nc2-c2ccc([N+](=O)[O-])cc2)cc1	-6.1%	16.6%	1.9%	11.9%	-0.3%	2.4%	-3.6%	0.8%	-4.8%
CC[C@H]1C2C[C@H]3[C@@H]4N(C)c5ccccc5C45C[C@H](C2[C@H]5O)N3[C@@H]1O (some centres not stated)	.	.	-0.5%	.	.	24.5%	3.0%	3.2%	.
CC1CN(C)C(C)(C)CC1(O)c1ccccc1 (configuration not stated)	-7.1%	-7.5%	0.1%	-4.8%	-2.2%	9.0%	-1.0%	1.3%	-2.8%
COc1ccc(-n2c(C)nc3cc(C(=O)N4CCC5(CC4)OCCO5)ccc32)cc1	-5.4%	7.8%	1.9%	-0.6%	2.7%	12.7%	1.4%	5.5%	1.6%
Cc1cccc(CN2CCN(CC(=O)N3CCC4(CC3)OCCO4)C2=O)c1	-5.1%	5.5%	1.2%	-0.4%	-0.4%	-6.9%	-12.9%	9.8%	-10.7%
Cc1nc2ccccc2c(=O)n1-c1cc([N+](=O)[O-])cc([N+](=O)[O-])c1	.	8.4%	4.0%	-3.2%	-0.1%	-0.4%	-1.3%	11.0%	-10.1%	NS5 inhibitors pilot replicate=-4.6
O=C(CN1CCN(CCO)CC1)Nc1ccc(Cl)cc1C(=O)c1ccccc1	-5.3%	-2.1%	-2.1%	3.0%	-0.7%	0.8%	-7.2%	5.4%	-4.3%
CCCCn1c(O)c(C(C)=Nc2c(C)n(C)n(-c3ccccc3)c2=O)c(=O)[nH]c1=O	-5.5%	-3.3%	1.1%	-3.1%	35.3%	1.6%	4.8%	9.9%	-4.9%
CN1CCN2c3ccccc3CC3(C(=O)N(C)C(=O)N(C)C3=O)C2C1 (configuration not stated)	.	1.9%	0.6%	1.9%	0.1%	-1.7%	-4.7%	0.7%	-3.7%
O=C(NC(C(Cl)Cl)N1CCOCC1)c1ccccc1 (configuration not stated)	-3.8%	0.9%	1.7%	-5.6%	-2.4%	13.3%	-8.0%	7.3%	-9.0%

Reprinted at random: three compounds from above
SMILES	XIAP antagonists	AID2073	RSV CPE inhibition	Siah-1 displacement	HIV fusion peptide	Large T inhibition	NS5 inhibitors	Rac1 GTP hydrolysis	LYP phosphatase	others
COc1ccc(NC(=O)c2cn(CCC#N)nc2-c2ccc([N+](=O)[O-])cc2)cc1	-6.1%	16.6%	1.9%	11.9%	-0.3%	2.4%	-3.6%	0.8%	-4.8%
CCC1CO/C(=C(\C(Cl)=C(Cl)Cl)[N+](=O)[O-])N1Cc1ccc(Cl)nc1 (configuration not stated)	.	1.3%	0.2%	0.3%	-0.6%	6.4%	-4.8%	9.7%	-6.7%
CC1CN(C)C(C)(C)CC1(O)c1ccccc1 (configuration not stated)	-7.1%	-7.5%	0.1%	-4.8%	-2.2%	9.0%	-1.0%	1.3%	-2.8%

Carrying on.
SMILES	XIAP antagonists	AID2073	RSV CPE inhibition	Siah-1 displacement	HIV fusion peptide	Large T inhibition	NS5 inhibitors	Rac1 GTP hydrolysis	LYP phosphatase	others
O=C1CC(c2cccnc2)=NN1c1ccc(Cl)cc1Cl	-9.3%	-1.0%	-1.1%	-5.4%	-1.2%	11.5%	-5.9%	4.2%	-5.7%
CC(N)Cc1ccccc1Sc1ccc(O)cc1 (configuration not stated)	-3.2%	31.5%	-4.1%	1.8%	0.6%	?	.	.	-8.4%
Cc1cccc(N2C(=O)NC(=O)/C(=C/c3ccc(-c4ccc(C(=O)O)c(Cl)c4)o3)C2=O)c1	-2.1%	21.8%	0.5%	6.4%	18.6%	47.2%	.	.	-4.8%
COc1cccc(N=Nc2c(O)[nH]c(=S)[nH]c2=O)c1	.	-20.4%	0.6%	-9.7%	0.3%	8.6%	11.7%	6.9%	-1.3%
CC1(C)CN=C(NCc2ccccc2)S1	.	.	0.2%	.	.	25.7%	-10.3%	-0.5%	.
COc1cccc(C2(C#N)CCN(C)CC2)c1	-4.6%	7.9%	0.8%	1.3%	-0.1%	15.6%	-0.8%	5.9%	1.3%
CCN1C[C@]2(COC)CC[C@H](OC)[C@@]34C5C[C@H]6C(=O)C5[C@](O)(C[C@H]6OC)[C@@](O)(C(OC)C23)[C@@H]14 (some centres not stated)	.	.	4.4%	.	.	3.9%	-3.6%	4.3%	.
C=CCn1c(O)c(C(CC)=Nc2ccc(C(=O)O)cc2)c(=O)[nH]c1=O	.	2.0%	3.6%	13.3%	2.1%	5.7%	-10.8%	4.3%	-5.4%
COC(=O)C1=C(c2cc3ccccc3s2)C[C@@H]2CC[C@H]1N2C(=O)NCCO	.	.	1.8%	.	.	7.5%	8.0%	8.2%	.
Cc1cccc(-n2c(-c3ccco3)nc3ccccc3c2=O)c1C	-2.4%	3.0%	-0.3%	-5.4%	-1.1%	1.7%	-3.6%	8.0%	2.2%
O=c1c2ccccc2nc(Cc2ccccc2)n1-c1cccc(O)c1	-1.5%	-5.7%	2.1%	-4.5%	-1.0%	6.7%	2.2%	-8.1%	-4.0%
COC(=O)N(c1ccc(OC)cc1)P1(=S)OCCC(C)O1 (configuration not stated)	-1.7%	-10.5%	2.2%	0.8%	-0.5%	2.2%	-4.8%	19.1%	-2.7%
O=C(NCc1cccnc1)Nc1ccc([N+](=O)[O-])cc1	.	8.7%	18.0%	-1.1%	-0.7%	2.5%	-7.1%	6.8%	-4.8%
CSc1ncc(CN2CCCC(C(=O)c3sccc3C)C2)cn1 (configuration not stated)	-11.7%	3.6%	1.2%	-3.4%	-1.0%	8.8%	-10.7%	9.2%	-5.7%
CCN(CC)CCN/N=C(\C)c1c(O)[nH]c(=O)[nH]c1=O	.	3.6%	0.7%	-5.3%	-0.3%	9.9%	.	.	-9.4%
CCC1(c2ccccc2)C(=O)N(COC)C(=O)N(COC)C1=O	-0.4%	-1.2%	1.9%	2.2%	-2.7%	4.8%	0.7%	8.3%	-1.6%
COCCNC(=O)c1c(N)n(Cc2ccco2)c2nc3ccccc3nc12	-4.1%	60.8%	7.7%	-1.4%	2.6%	16.7%	7.7%	18.8%	-6.0%
COc1ccc2cc(C(=O)C3CCCN(C4CCOCC4)C3)ccc2c1 (configuration not stated)	-5.5%	41.3%	-3.6%	10.7%	2.5%	2.3%	0.0%	0.9%	-24.4%
CC1(CCl)CN1S(=O)(=O)c1ccccc1 (configuration not stated)	.	5.1%	-1.3%	-2.9%	-0.6%	21.8%	-4.0%	-11.3%	-7.5%
COc1ccccc1CCNC(=O)CCC(=O)N1CC2C[C@@H](C1)Cn1c2cccc1=O	.	-6.0%	-0.6%	-2.1%	0.8%	.	-5.1%	6.1%	-11.0%
CCCCn1c(O)c(C(CC)=NC(C)c2ccccc2)c(=O)[nH]c1=O (configuration not stated)	-0.3%	-5.8%	1.2%	2.4%	-3.5%	11.9%	-0.8%	6.2%	-0.9%
Cc1nc2cc([N+](=O)[O-])ccc2c(=O)n1-c1ccccc1[N+](=O)[O-]	-6.6%	-5.2%	0.9%	-1.5%	0.0%	-3.0%	-6.4%	7.0%	-5.7%
CNC(C(=O)c1ccccc1)C(OC)c1cccc([N+](=O)[O-])c1 (configuration not stated)	.	-2.7%	-0.3%	4.2%	1.8%	15.7%	-0.8%	4.7%	-2.0%
CN1CC(C(=O)c2cccs2)C(c2ccc(Cl)cc2)C1 (configuration not stated)	.	19.8%	-0.4%	15.0%	-1.3%	17.6%	2.3%	7.2%	-7.4%
CC/C(=N\N1CCCCC1)c1c(O)[nH]c(=O)[nH]c1=O	.	-4.6%	-1.5%	2.6%	0.4%	11.5%	0.0%	11.7%	-3.4%
CCC(C)n1c(O)c(/C=N/NC(=O)c2ccncc2)c(=O)[nH]c1=S (configuration not stated)	-4.3%	5.4%	2.3%	2.7%	14.8%	8.2%	1.3%	4.0%	2.1%
NCC1(c2ccc3c(c2)OCCO3)CCCC1	-5.5%	-2.0%	0.4%	-1.3%	0.1%	0.7%	-2.0%	4.1%	-3.2%
Oc1cc(Cl)ccc1Oc1ccc(Cl)cc1Cl	.	.	1.1%	.	.	4.4%	-1.4%	3.3%	.

Screening results (PubChem)
